Assay outcomes: PubChem, The Scripps Research Institute Molecular Screening Center
LYPLA1 inh: LYPLA1 inhibitors, primary screen, counter-screen for PME1 inhibitor project, biochemical, fluorescence polarization, FP-Rh probe ABPP | Acyl-protein thioesterase 1 (Homo sapiens), O75608 | recombinant LYPLA1 | inhibition, % at 5.9 µM | hit rate 0.16% among 320,000 | AID 2174, 2009;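 active = inhibition above the mean of all tested compounds plus 3 SD, set per campaign, cut at about 14% in these data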;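 also: inhibitors block serine hydrolase probe labeling of LYPLA1 so polarization falls; 0% = enzyme with DMSO and 100% = wells lacking LYPLA1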
PAFAH1B2 inh: PAFAH1B2 enzyme inhibitors, primary screen, biochemical, fluorescence polarization, human | hit rate 1.2% among 340,000 | AID 492953, 2010 | recombinant PAFAH1B2, FP-rhodamine activity probe | inhibition, % at 3.39 µM;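 active = inhibition above the mean of all tested compounds plus 3 SD, cut at about 24% in these data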;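 also: 0% = enzyme with DMSO and 100% = wells lacking PAFAH1B2; many of its hits are not listed in these tables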
pPAFAH FP inh: pPAFAH enzyme inhibitors, primary screen, biochemical, fluorescence polarization, human | Platelet-activating factor acetylhydrolase (Homo sapiens), Q13093 | recombinant pPAFAH, FP-rhodamine probe fluorescence polarization | inhibition, % at 3.39 µM | hit rate 1.5% among 330,000;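 active = inhibition above the mean inhibition across the screen plus 3 SD, cut at about 25% in these data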;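 also: inhibitors block binding of the rhodamine activity-based probe so polarization drops; 0% = enzyme with DMSO and 100% = wells lacking pPAFAH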
Target sequence (Q13093 whole entry, looked up): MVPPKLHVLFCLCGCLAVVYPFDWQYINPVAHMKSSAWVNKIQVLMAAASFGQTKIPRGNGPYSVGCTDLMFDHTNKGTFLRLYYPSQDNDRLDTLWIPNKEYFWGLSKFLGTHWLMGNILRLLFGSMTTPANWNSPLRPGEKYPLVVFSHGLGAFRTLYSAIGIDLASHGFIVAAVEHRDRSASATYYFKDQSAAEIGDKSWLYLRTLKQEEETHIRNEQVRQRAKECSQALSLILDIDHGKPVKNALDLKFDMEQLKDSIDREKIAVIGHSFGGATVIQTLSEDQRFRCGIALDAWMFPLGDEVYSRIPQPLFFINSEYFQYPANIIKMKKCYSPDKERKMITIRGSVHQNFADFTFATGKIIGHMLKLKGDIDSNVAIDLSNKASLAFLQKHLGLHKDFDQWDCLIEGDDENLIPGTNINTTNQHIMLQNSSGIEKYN
PME-1 inh: PME-1 inhibitors via competitive probe labeling, primary screen, biochemical, fluorescence polarization, FP-Rh probe, HTS; AID 2130, 2009; hit rate 0.53% among 320,000; inhibition, % at 5.9 µM; Protein phosphatase methylesterase 1 (Homo sapiens), Q9Y570; recombinant PME-1;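 active = inhibition above the campaign mean of all compounds plus 3 SD, cut at about 26% in these data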;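 also: competitive labeling of PME-1 active site by serine hydrolase directed probe; 0% = PME-1 with DMSO and 100% = wells lacking PME-1 enzyme; inhibitors block probe labeling so polarization falls and inhibition rises; many of its hits are not listed in these tables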
Target sequence (Q9Y570 whole entry, looked up): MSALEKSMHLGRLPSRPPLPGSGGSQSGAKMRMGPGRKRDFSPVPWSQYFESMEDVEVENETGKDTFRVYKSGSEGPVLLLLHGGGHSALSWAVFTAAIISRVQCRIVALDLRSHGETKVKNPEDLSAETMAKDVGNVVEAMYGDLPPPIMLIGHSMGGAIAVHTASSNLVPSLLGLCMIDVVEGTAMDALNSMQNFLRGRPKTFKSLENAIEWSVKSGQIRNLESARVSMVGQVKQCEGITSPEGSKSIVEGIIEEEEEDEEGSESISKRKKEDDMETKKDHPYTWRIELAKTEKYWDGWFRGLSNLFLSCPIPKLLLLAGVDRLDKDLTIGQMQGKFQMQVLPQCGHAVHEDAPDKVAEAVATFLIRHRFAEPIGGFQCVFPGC
LYPLA2 counter: LYPLA2 inhibitors, primary screen, counter-screen for PME1 inhibitor project, biochemical, fluorescence polarization, FP-Rh probe ABPP. Acyl-protein thioesterase 2 (Homo sapiens), O95372. recombinant LYPLA2. inhibition, % at 5.9 µM. hit rate 0.38% among 320,000. AID 2177, 2009;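 active = inhibition above the screen-wide mean plus 3 SD, limit set per campaign, cut at about 26% in these data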;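 also: 0% = LYPLA2 with DMSO and 100% = wells lacking LYPLA2 enzyme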
PAD4 FP inh: human PAD4 inhibitors, primary screen, biochemical, fluorescence polarization, 1536-well format | recombinant PAD4, RCA probe fluorescence polarization | hit rate 0.41% among 330,000 | inhibition, % at 6.36 µM | Protein-arginine deiminase type-4 (Homo sapiens), Q9UM07;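 active = percent inhibition above a cutoff equal to the mean of all tested compounds plus 3 SD, cut at about 15% in these data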;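 also: 0% = PAD4 with RCA probe and DMSO and 100% = probe without PAD4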
GSTO1 inh: inhibitors of recombinant GSTO1, primary screen, counter-screen for RBBP9 inhibitor project, biochemical, fluorescence polarization | activity-based probe fluorescence polarization | inhibition, % at 5.96 µM | hit rate 1.1% among 300,000;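 active = inhibition above the campaign mean inhibition plus 3 SD, cut at about 35% in these data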;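 also: 0% = GSTO1-1 with DMSO and 100% = wells lacking GSTO1-1 enzyme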
PREPL inhibitor: PREPL enzyme inhibitors, primary screen, biochemical, fluorescence polarization; recombinant PREPL, fluorescence polarization activity-based probe; inhibition, % at 5.96 µM; hit rate 0.68% among 320,000; AID 2751, 2010; in the data active = inhibition above about 43%;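 also: 0% = enzyme with DMSO and 100% = wells lacking enzyme; many of its hits are not listed in these tables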
PAFAH1B3 inh: PAFAH1B3 enzyme inhibitors, primary screen, biochemical, fluorescence polarization, human; recombinant PAFAH1B3, FP-rhodamine probe; inhibition, % at 3.39 µM; hit rate 0.28% among 340,000; AID 492972, 2010;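 active = inhibition above the screen-wide average of all tested compounds plus 3 SD, cut at about 25% in these data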;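 also: 0% = enzyme with DMSO only and 100% = wells lacking PAFAH1B3 protein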
Target sequence (Q15102 whole entry, looked up): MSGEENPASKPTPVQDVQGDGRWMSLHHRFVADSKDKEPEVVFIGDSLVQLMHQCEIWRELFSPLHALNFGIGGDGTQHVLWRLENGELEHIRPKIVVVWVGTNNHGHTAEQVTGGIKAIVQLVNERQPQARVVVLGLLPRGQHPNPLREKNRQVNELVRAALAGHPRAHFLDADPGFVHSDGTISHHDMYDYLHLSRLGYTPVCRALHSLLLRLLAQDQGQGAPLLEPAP
* = called active by the depositor; nt = no result given. Some of the compounds tested; count on the stated rates, not on these rows.

SMILES | LYPLA1 inh | PAFAH1B2 inh | pPAFAH FP inh | PME-1 inh | LYPLA2 counter | PAD4 FP inh | GSTO1 inh | PREPL inhibitor | PAFAH1B3 inh
COc1ccc(NC(=O)CN2C(=O)NC(c3ccccc3)(c3ccccc3)C2=O)cc1 | 0 | 2 | 4 | -4 | 1 | -3 | 1 | 21 | 7
Cc1cc(C(=O)CSc2nnc(-c3cccs3)o2)c(C)n1-c1ccccc1 | -3 | -7 | 4 | -7 | 1 | -1 | 16 | -6 | -2
O=C(NNC(=O)c1cccc2ccccc12)c1ccc(-c2ccccc2)cc1 | 2 | 0 | -1 | 4 | -5 | 5 | 3 | 2 | -6
CCOC(=O)C1CCN(C(=O)c2ccccc2NS(=O)(=O)c2ccccc2)CC1 | -6 | -3 | 7 | 9 | -2 | -3 | -2 | 11 | 17
O=C(O)CCc1nnc(SCC(=O)Nc2ccc(Cl)c(C(F)(F)F)c2)[nH]c1=O | -3 | 13 | -6 | 1 | -9 | -3 | -3 | 15 | -2
CSc1nc2nc3c(cc2c(=O)n1-c1cccc(C)c1)COC(C)(C)C3 | 1 | nt | 5 | 0 | -9 | -9 | 2 | 5 | nt
CCCCCC(=O)Nc1cccc(C2=NOC3(C2)C[C@H](C(N)=O)N(C(=O)CC)C3)c1 (some centres not stated) | -2 | 3 | -2 | -2 | 2 | 0 | 5 | -8 | -3
COc1ccc(CCNC(=O)C(=O)NCC2CCCO2)cc1OC (configuration not stated) | 1 | -5 | 2 | -2 | 8 | 1 | -3 | -5 | 2
COc1ccc(CCNC(=O)CSc2ccc(-c3ccccc3)nn2)cc1OC | -2 | -1 | 1 | -3 | -2 | -2 | -1 | -6 | 6
CCOC(=O)c1cc2c(ccn2-c2ccc(F)cc2)n1CC(=O)NC(C)(C)C | 1 | nt | -2 | 0 | 3 | -1 | 0 | 4 | nt
O=C(O)c1ccccc1S(=O)(=O)c1ccccc1CO | 2 | 3 | 5 | 5 | 5 | 0 | 0 | 0 | 4
CCc1cc2c(SCC(=O)c3cccs3)ncnc2s1 | -4 | 8 | 11 | -5 | 6 | -4 | -22 | 1 | 12
CCOC(=O)C1CCCN(C(=O)CN2C(=O)c3ccccc3C2=O)C1 (configuration not stated) | 2 | 7 | 1 | -7 | 4 | -9 | 7 | 19 | 8
O=C(c1ccc([N+](=O)[O-])o1)N(Cc1nnc(-c2ccccc2Cl)o1)C1CC1 | -3 | 5 | 1 | 3 | 1 | 6 | nt | 14 | 9
COc1cc(-c2noc(C)c2/C=C/c2ccc(N)cc2)cc(OC)c1OC | -1 | 0 | 10 | 8 | 7 | -5 | 4 | 13 | 5
COc1ccccc1-c1c(C(F)(F)F)oc2cc(OCC(=O)Nc3ccccc3C(F)(F)F)ccc2c1=O | -3 | 1 | 5 | 5 | -2 | 0 | 0 | -4 | 5
O=S(=O)(c1ccc(OC(F)(F)F)cc1)N1CCCC(c2ccccc2)C1 (configuration not stated) | -4 | 3 | 0 | -4 | -8 | 0 | 13 | -17 | 4
CC(=O)Nc1cc2cc(NS(=O)(=O)c3ccc(Cl)cc3)ccc2oc1=O | 1 | nt | 5 | -36 | 4 | -3 | 3 | 10 | nt
Cn1c(=O)c2sccc2n(CC(=O)NCCC2=CCCCC2)c1=O | 0 | -4 | 2 | 2 | -2 | -3 | 2 | -2 | -2
O=S(=O)(/C=C/c1ccccc1)Nc1ccc(F)cc1 | 3 | 6 | 0 | 7 | 2 | -5 | -9 | -2 | 12
CCOC(=O)C1CN(S(=O)(=O)c2ccc(Cl)cc2)c2cc(S(=O)(=O)CC)ccc2O1 (configuration not stated) | -1 | nt | 4 | 10 | 4 | 2 | 6 | -4 | nt
CN(Cc1cccnc1)C(=O)c1cc(COc2ccc3ncccc3c2)on1 | -2 | 2 | -1 | -1 | 1 | 3 | 3 | -7 | 1
Cc1nn2cnnc2c(C)c1Cc1c(F)cccc1Cl | 1 | -1 | 5 | -4 | 9 | 2 | 6 | 1 | 16
O=C(O)CCNS(=O)(=O)c1ccc2c(c1)OCCCO2 | -1 | 5 | -3 | -9 | 7 | 6 | 0 | -5 | 10
COC(=O)CSc1nc(SCc2ccc(C)cc2)nc2c1CCCC2 | -6 | 4 | 6 | -1 | -4 | -5 | 5 | 0 | 4
Cc1cc2cc3c(C)cc(=O)oc3c(C)c2o1 | -1 | 1 | 0 | -2 | -2 | -6 | -3 | -8 | 6
Nc1nc(NCCOCCO)nc(NC2CCCCC2)c1[N+](=O)[O-] | 3 | 9 | 8 | 2 | -1 | -3 | -12 | 6 | 1
COc1ccc(C2CC(=O)C3=C(C2)Nc2ccccc2NC3c2coc3ccccc3c2=O)cc1OC (configuration not stated) | -2 | -4 | 11 | 6 | 6 | -3 | 3 | 27 | 13
O=C(O)c1ccccc1C(=O)Nc1ccc(Oc2ccc3ccccc3c2)cc1 | 0 | 4 | 14 | 11 | -2 | -5 | 2 | 10 | 5
CC(C)Cc1nc2sc3c(=O)n(N)cnc3c2c2c1COC(C)(C)C2 | -2 | 0 | -4 | -6 | -1 | -5 | 5 | -11 | 9
O=C(O)CC1(CC(=O)Nc2ccccc2N2CCOCC2)CCCC1 | 0 | 4 | -2 | 1 | 3 | 5 | -3 | -5 | -1
O=S(=O)(Nc1ccc(Nc2ccccc2)cc1)c1ccc(F)cc1 | -3 | 6 | 26* | 1 | -6 | -9 | 12 | 4 | 7
COc1ccc(S(=O)(=O)N2CCCCCC2)cc1N(C)S(=O)(=O)c1ccc(Cl)cc1 | -1 | 3 | 4 | 9 | 4 | 0 | 7 | 17 | 2
O=C(Nc1ccccc1N1CCOCC1)c1cccc2c(Br)cccc12 | -2 | 4 | 3 | 6 | 1 | -3 | -4 | 30 | 5
Cc1ccc(CNCC(O)(c2ccccc2)c2ccccc2)cc1 | 0 | 2 | 0 | -6 | 2 | -8 | -4 | -68 | 4
CCc1nc(Nc2cccc(F)c2)c2oc3ccccc3c2n1 | -12 | 0 | -3 | -7 | -4 | 4 | -15 | -6 | -2
COC(=O)c1ccccc1SCc1csc(C)n1 | -2 | 2 | 4 | 1 | 3 | -3 | -8 | 2 | 13
CCOc1ccc(N2C(=O)S/C(=C\c3cccn3C)C2=O)cc1 | -1 | -3 | -1 | -5 | 0 | -8 | -3 | 5 | -4
COCCn1c(COC)nc2ccccc21 | -2 | -3 | -3 | 3 | -4 | 2 | 2 | -9 | 4
COc1ccccc1NC(=O)CSc1nc2ccccc2c(=O)n1CC1CCCO1 (configuration not stated) | -3 | 3 | 2 | 12 | 5 | 3 | 0 | -1 | 3

Part of the list above, limited to PAFAH1B3 inh.
SMILES	PAFAH1B3 inh
CCc1nc(Nc2cccc(F)c2)c2oc3ccccc3c2n1	-2
O=C(Nc1ccccc1N1CCOCC1)c1cccc2c(Br)cccc12	5

Carrying on.
SMILES | LYPLA1 inh | PAFAH1B2 inh | pPAFAH FP inh | PME-1 inh | LYPLA2 counter | PAD4 FP inh | GSTO1 inh | PREPL inhibitor | PAFAH1B3 inh
COc1ccc(CCN2CNc3c(c(=O)n(C)c(=O)n3C)C2)cc1OC | 0 | -1 | 2 | 5 | 1 | 1 | -1 | -1 | 3
CCC(=O)NC(=S)Nc1ccc(-c2nc3ccccc3s2)cc1 | -3 | -1 | -1 | 3 | 2 | 1 | -9 | -4 | -1
O=C(NCc1ccco1)/C(=C/c1cccc(C(F)(F)F)c1)c1nc2ccccc2[nH]1 | -5 | 1 | 3 | 1 | -3 | 4 | -22 | 1 | 10
Cc1cc2nnn(-c3nnc(-c4ccccc4)c4ccccc34)c2cc1C | 0 | 2 | 8 | 3 | 0 | -5 | 4 | -5 | 4
CC(=O)c1c(C)[nH]c(C(=O)OCC(=O)N(C)C)c1C | 0 | 1 | -1 | -2 | 2 | 2 | 3 | 1 | -3
COc1cccc(C2Nc3cc(Cl)c(S(N)(=O)=O)cc3S(=O)(=O)N2)c1 (configuration not stated) | -3 | 3 | 7 | -5 | -4 | 2 | -2 | 4 | 2
CC(NC(=O)COC(=O)c1cc(=O)[nH]c2ccccc12)c1ccccc1 (configuration not stated) | 1 | 7 | 3 | 1 | 8 | -5 | -7 | -5 | 7
CC1(C(=O)Nc2nc3ccc(S(C)(=O)=O)cc3s2)CC1(Cl)Cl (configuration not stated) | -4 | 5 | 3 | -2 | -3 | 1 | -9 | -5 | -4
COc1cc(/C=C/C(=O)OCC(=O)c2c(N)n(C)c(=O)n(C)c2=O)ccc1O | -6 | -3 | -1 | -3 | 1 | 3 | 0 | 3 | 11
CC1(C)C/C(=N/Nc2ccc([N+](=O)[O-])cc2[N+](=O)[O-])C(C)(C)O1 | 2 | 6 | 4 | 4 | 2 | -3 | -3 | -2 | 4
O=C(C(=O)N1CCOCC1)c1cn(CCOc2ccccc2)c2ccccc12 | 0 | 2 | -1 | 5 | 10 | -2 | 2 | 20 | 5
Cc1ccc2c(c1)N(CC(=O)NC1CCC(C)CC1)C(=O)c1cccnc1O2 (configuration not stated) | 2 | 5 | 5 | 4 | -3 | -1 | 0 | 4 | 8
CCCCc1nc2c(=O)[nH]c3ccccc3c2o1 | -3 | 3 | 4 | 0 | -2 | 2 | -1 | -1 | 5
O=C(CN1CCOCC1)Nc1nc2cc([N+](=O)[O-])ccc2s1 | 4 | -4 | 4 | 1 | 3 | 5 | 3 | -6 | -2
Cc1cc2oc(=O)cc(CN3CCCCC3C)c2cc1Cl (configuration not stated) | -1 | 8 | 4 | -3 | -6 | -4 | -2 | -1 | 3
CC1(C)CC(=O)C=C(Nc2cccc(O)c2)C1 | 2 | 1 | 4 | 2 | 1 | -1 | -7 | 6 | 9
CCc1ccc(N(C(=O)c2csnn2)C(C(=O)NC(C)(C)C)c2ccncc2)cc1 (configuration not stated) | -3 | 4 | -5 | 0 | -1 | 3 | -1 | -12 | 8
COC(=O)c1ccc(CNC(=O)CCC(=O)N2CCOCC2)cc1 | nt | 2 | 3 | nt | nt | 1 | nt | 3 | 6
CC(=O)c1ccc(OC(C)c2nc3ccccc3s2)cc1 (configuration not stated) | 0 | 3 | 7 | -3 | 3 | -7 | -6 | -33 | -1
O=C(O)/C=C/c1cccc(OCc2ccccc2)c1 | 1 | 12 | 6 | 0 | 3 | 2 | 0 | 14 | 7
CCN(Cc1ccccc1)C(c1cc2ccc(C)cc2[nH]c1=O)c1nnnn1CCOC (configuration not stated) | 0 | 3 | 0 | -1 | 6 | 3 | 3 | -15 | 7
O=C(CSc1nc2ccccc2[nH]1)NCCCn1ccnc1 | 0 | 2 | 1 | 4 | -2 | 1 | 1 | 14 | 8
O=C(CSc1nc(-c2cccs2)cc(C(F)(F)F)n1)Nc1cc(OCC(F)(F)C(F)F)cc([N+](=O)[O-])c1 | -11 | -7 | 2 | -16 | -20 | -2 | -4 | 9 | -11
O=c1[nH]c2ccccc2cc1-c1noc(-c2cccnc2)n1 | -2 | 5 | 7 | 13 | 0 | -5 | -7 | 8 | 3
